SRC3 inh: SRC3 coactivator transcriptional activity inhibitors, primary screen, cell-based, luminescence. inhibition, % at 3.6 µM. HEK293 GAL4-SRC3 luciferase reporter. 0.17% of 360,000 active. Nuclear receptor coactivator 3 (Homo sapiens), Q9Y6Q9;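 active means inhibition above a per-campaign cutoff, the mean of all compounds plus 3 SD, cut at about 60% in these data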;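 further: 0% = DMSO-treated cells and 100% = gossypol-treated cells at 36 µM; higher means less SRC3-driven luciferase light from the GAL4 reporter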
NCOA2 inhibitor: inhibition of GAL4-SRC2 driven luciferase reporter, primary screen, SRC2 inhibitor project, cell-based, luminescence. Nuclear receptor coactivator 2 (Homo sapiens), Q15596. HEK293 GAL4-SRC2 luciferase reporter. inhibition, % at 9 µM. 0.17% of 370,000 active;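 active means inhibition above the mean inhibition of all tested compounds plus 3 SD, set per campaign, cut at about 52% in these data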;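 further: 0% = DMSO treated cells and 100% = cells given Gossypol at 36 µM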
TWEAK-Fn14 inh: inhibitors of TWEAK-Fn14 signaling, primary screen, luciferase reporter cells, uHTS; TWEAK-stimulated Fn14 reporter cells, luciferase luminescence, 8 h; inhibition, % at 10 µM; 2% of 360,000 active; AID 1159606, 2016; in the data active means inhibition above about 50%
TROY signal inh: inhibitors of TROY-driven NF-kB signaling, primary screen, Q293 LMP1-TROYcd cells, NF-kB luciferase, uHTS | 0.98% of 360,000 active | Q293 LMP1-TROYcd NF-kB luciferase reporter, 4 h | inhibition, % at 10 µM;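 active means compounds whose plate-normalised and pattern-corrected inhibition of the luciferase reporter signal at the single screening dose is 50% or more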
SRC1 inh: SRC1 coactivator transcriptional activity inhibitors, primary screen, cell-based, luminescence; Nuclear receptor coactivator 1 (Homo sapiens), Q15788; HEK293 GAL4-SRC1 luciferase reporter; inhibition, % at 3.6 µM; 0.12% of 360,000 active; AID 588354, 2011;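 active means inhibition above the campaign mean plus 3 SD, with each screening campaign given its own cutoff, cut at about 60% in these data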;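 further: 0% = DMSO treated cells and 100% = gossypol at 36 µM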
ABHD5 PLIN5 PPI: ABHD5-PLIN5 interaction inhibitors, primary screen, cell lysate, split luciferase complementation, luminescence. 0.78% of 360,000 active. Perilipin-5 (Homo sapiens) + 1-acylglycerol-3-phosphate O-acyltransferase ABHD5 (Homo …. Split G. princeps luciferase complementation, 4 h. AID 602281, 2012. inhibition, % at 4 µM;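 active means inhibition above the mean inhibition across every tested compound plus 3 SD, cut at about 22% in these data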;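 further: 0% = DMSO only wells and the 100% control is not disclosed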
COUP-TFII inh: NR2F2 transcriptional activity inhibitors, primary screen, cell-based, luciferase reporter, HEK293T, luminescence; HEK293T NGFI-A luciferase reporter; inhibition, % at 8.6 µM; 0.7% of 370,000 active;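 active means inhibition above a per-plate cutoff, mean inhibition of test wells between control levels plus 3 SD, cut at about 38% in these data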;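 further: cells cotransfected with COUP-TFII expression vector driving the NGFI-A reporter; 0% = median of COUP-TF2 test wells and 100% = reporter-only cells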
Target sequence (P24468 whole entry, looked up): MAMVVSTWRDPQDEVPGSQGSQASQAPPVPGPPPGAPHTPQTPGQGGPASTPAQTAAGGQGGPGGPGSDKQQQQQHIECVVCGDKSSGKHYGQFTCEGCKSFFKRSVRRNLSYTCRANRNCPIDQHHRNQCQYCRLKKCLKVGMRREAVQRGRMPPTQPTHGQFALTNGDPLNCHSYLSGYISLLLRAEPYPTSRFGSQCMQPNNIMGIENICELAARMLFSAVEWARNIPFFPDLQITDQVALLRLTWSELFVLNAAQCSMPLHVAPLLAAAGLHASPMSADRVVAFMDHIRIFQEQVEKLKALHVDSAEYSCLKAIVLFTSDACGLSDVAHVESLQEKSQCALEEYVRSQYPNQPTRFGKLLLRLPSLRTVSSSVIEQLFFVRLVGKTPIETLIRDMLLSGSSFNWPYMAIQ
Granule exo inh: LAMP-1 surface exposure blockers, TALL-104 cells – cell-based, flow cytometry, MLPCN library, primary screen; inhibition, % at 10 µM; TALL-104 LAMP-1 surface exposure; cells stimulated with thapsigargin and PMA; 0.66% of 360,000 active; AID 651702, 2012;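 active means inhibition above about 55%, limit read from the data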
TLR9-MyD88 inh: inhibitors of TLR9-MyD88 association in cells, primary screen, cell-based, CHO, BLA complementation, fluorescence | CCF4 FRET ratio | inhibition, % at 4.98 µM | 0.21% of 340,000 active | AID 504734, 2011;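 active means inhibition above the mean over all tested compounds plus 3 SD, cut at about 21% in these data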;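 further: 0% = DMSO only wells and 100% = clavulanate BLA inhibitor control wells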
LRH-1 inv ag: LRH-1 (NR5A2) inverse agonists, primary screen, cell-based, luminescence, HEK293T, StAR-luciferase reporter. Nuclear receptor subfamily 5 group A member 2 (Homo sapiens), O00482. LRH-1 transfected, 24 h. inhibition, % at 3.6 µM. 0.13% of 360,000 active;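 active means inhibition above the mean inhibition of all tested compounds plus 3 SD, cut at about 73% in these data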;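 further: 0% = DMSO wells and 100% = reporter-only cells lacking LRH-1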
NOD2 RIPK2 PPI: NOD2-RIPK2 binding disruptors in cells, primary screen, fluorescence, CHO cells, BLA complementation | inhibition, % at 4.98 µM | CCF4 ratio | 0.38% of 360,000 active | AID 624267, 2012 | Receptor-interacting serine/threonine-protein kinase 2 (Homo sapiens), O43353; in the data active means inhibition above about 21%;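 further: 0% = vehicle only and 100% = reference blocker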
Target sequence (O43353 whole entry, looked up): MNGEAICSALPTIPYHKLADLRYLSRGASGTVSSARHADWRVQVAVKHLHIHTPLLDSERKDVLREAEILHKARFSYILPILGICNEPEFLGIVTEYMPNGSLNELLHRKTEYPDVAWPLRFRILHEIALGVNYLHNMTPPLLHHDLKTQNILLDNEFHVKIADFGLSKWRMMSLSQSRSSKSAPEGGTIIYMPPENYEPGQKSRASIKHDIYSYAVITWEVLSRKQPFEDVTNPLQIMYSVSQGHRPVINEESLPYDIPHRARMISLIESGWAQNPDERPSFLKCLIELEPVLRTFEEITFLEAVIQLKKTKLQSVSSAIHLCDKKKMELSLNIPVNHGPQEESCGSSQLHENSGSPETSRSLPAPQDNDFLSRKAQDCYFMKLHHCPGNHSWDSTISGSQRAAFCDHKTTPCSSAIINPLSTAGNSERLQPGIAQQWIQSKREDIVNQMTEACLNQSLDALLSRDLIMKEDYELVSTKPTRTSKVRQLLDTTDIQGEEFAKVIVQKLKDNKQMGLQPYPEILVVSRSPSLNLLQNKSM
Active calls of the source: *; . = not tested or not shown.

Order of values: SRC3 inh, NCOA2 inhibitor, TWEAK-Fn14 inh, TROY signal inh, SRC1 inh, ABHD5 PLIN5 PPI, COUP-TFII inh, Granule exo inh, TLR9-MyD88 inh, LRH-1 inv ag, NOD2 RIPK2 PPI
COc1ccc2sc(-c3ccc(N(C)C)cc3)c(C#CCO)c2c1
    -13, 6, 12, 26, -23, -3, 7, 8, -87, -20, -66
OC1CCCN(CC(O)c2ccccc2)C1 (stereo unspecified)
    16, 22, 0, 18, -11, -1, 15, 1, -34, -3, -4
Cc1oc2c(C)c3oc(=O)c(CCC(=O)NCCN4CCOCC4)c(C)c3cc2c1C
    -7, 0, -8, -22, -21, 0, 12, 3, -3, -13, -10
CCCCNC(=O)CCc1nc2cccnc2n1Cc1ccccc1
    3, -13, 3, 19, -2, 0, 8, -6, -5, -5, -6
CC1(C)CC(=O)C=C(Nc2cccc(Cl)c2Cl)C1
    -11, -24, -38, 11, -2, 1, -10, 2, -4, -22, -4
O=C(CSc1nc2ccccc2c(=O)[nH]1)N1CCCCC1
    -8, -50, -5, -24, -28, 5, -14, -4, -10, -9, -4
CCOC(=O)Cc1nc(-c2cccc(C(F)(F)F)c2)no1
    15, 0, -1, -4, -5, 0, 10, 3, 13, 14, 3
COc1cc(CN(C)CCc2ccccc2)ccc1OCc1ccccc1
    5, -1, -16, 2, 2, 3, -17, 12, -4, -16, -5
FC(F)(F)COc1nc(N2CCOCC2)nc(N(c2ccccc2)c2ccccc2)n1
    27, 22, -5, 29, -19, 4, 24, -2, 4, 12, -9
CCOC(Cn1cc(C)c(=O)[nH]c1=O)OCC
    5, 4, -13, -9, -14, -8, 5, -5, -3, 5, -1
CCOC(=O)c1c(-c2cccc([N+](=O)[O-])c2)csc1NC(=O)CCCOc1ccccc1
    -4, 4, -19, -1, 9, 2, -3, 1, 5, -13, -6
O=C(Cc1ccc(Cl)cc1)c1ccccc1
    -57, -64, 6, -68, -70, 7, -4, 2, 1, -34, -3
CN(C(=O)COC(=O)c1nn(C)c(=O)c2ccccc12)c1c(N)n(Cc2ccccc2)c(=O)[nH]c1=O
    18, 0, 0, 13, 5, -8, 18, 14, -2, -15, 2
O=C(NC(=S)Nc1ccc(Cl)cn1)C12CC3CC(CC(C3)C1)C2
    -47, -6, 3, 22, -38, -1, -11, 2, 1, -3, -7
CC1CCN(c2ccc(C=O)o2)CC1
    17, -17, -1, -12, 9, 6, 3, 0, -5, 11, -3
CCn1c(O)c(N=NC(=O)CNC(=O)/C=C/c2ccco2)c2ccccc21
    3, -7, 6, 4, -3, 3, 13, -4, -5, -8, -10
CC1(C(=O)NS(=O)(=O)C2CC2)CCN(C(=O)c2ccccc2OC(F)(F)F)C1 (stereo unspecified)
    4, 6, -2, 8, -3, -1, 2, 0, ., 9, 0
CCCc1nc(SCC(=O)Nc2ccc(N3CCOCC3)cc2)c2ccccc2n1
    -4, -3, -19, -25, 7, -1, -8, -1, 10, 7, -6
CC(NC(=O)C1CCCO1)c1ccccc1 (stereo unspecified)
    16, 0, -20, -12, 3, 1, -6, 5, -3, -7, -1
Cn1ncc(Cl)c1C(=O)Nc1cccc(Cl)c1
    6, 13, 4, -9, 1, -4, 0, 1, -2, -14, 6
C=CCOc1c(Br)cc(/C=C2\SC(=Nc3ccccc3)NC2=O)cc1OC
    2, -39, 6, 17, -3, 1, 20, 26, -11, -19, 2
CCOc1ccc(C(=O)Nc2cccc(-c3ccc(N4CCOCC4)nn3)c2)cc1OCC
    -41, -65, -21, -43, -38, -2, -32, -16, -10, -44, 4
COc1cc(/C=C/CO)cc(OC)c1O[C@@H]1O[C@H](CO)[C@@H](O)[C@H](O)[C@H]1O
    7, -7, 9, -2, 13, -1, -15, -1, 4, -34, -5
CCOc1ccc(NC(=O)c2ccc(N)cc2)cc1
    -21, 28, -26, -40, -18, 1, -8, -3, 2, -57, -7
CCOC(=O)[C@H]1[C@H]2COc3ccc(Br)cc3[C@H]2N2C(=O)CN(CCc3c[nH]c4ccccc34)C(=O)[C@@]12C
    1, 0, 5, -7, -16, 9, 17, -6, -7, -7, 2
CCOC(=O)N1CCN(C(=O)c2cc3n(n2)C(C(F)(F)F)CC(c2ccc4c(c2)OCO4)N3)CC1 (stereo unspecified)
    -11, 28, 6, 9, -17, -6, 8, 0, 6, 4, -2
Cc1ccsc1C(=O)N1CCC1(C)C(=O)NS(=O)(=O)c1ccc(C#N)cc1 (stereo unspecified)
    0, 20, 7, -3, -10, 8, 15, -1, ., -6, -10
COc1ccc(NC(=O)C(NC(C)=O)C(=O)NCc2ccccc2)cc1 (stereo unspecified)
    9, -11, 4, -6, 2, -2, -2, -8, -6, 12, -4
Nc1nc(N)nc(-c2cc(O)ccc2O)n1
    59, 39, 32, 19, 71*, -1, 25, -19, -1, 54, -4
CN(C(=O)Cc1c(C(=O)O)n(C)c2ccccc12)c1ccc(Cl)cc1
    4, 5, -9, -9, -9, -2, -7, 1, 8, 1, -3
CN1CCN(c2ccc(NC(=S)NC(=O)c3cccc4c(Cl)cccc34)cc2)CC1
    0, 11, -39, -26, 3, -3, 16, 32, -7, 13, 3
COC(=O)C1=CN(C)C=C(C(=O)OC)C1c1ccc(Cl)cc1Cl
    4, 15, -6, -4, -34, 3, 8, 10, -10, 5, -3
CCc1ccccc1NC(=O)CSc1nc2c(c(-c3ccco3)c1C#N)CCCC2
    2, -35, -16, 9, -3, 0, -5, 0, 0, -1, -8
Cc1ccc(NS(=O)(=O)c2cc([N+](=O)[O-])ccc2N/N=C/c2sc(N3CCOCC3)nc2-c2ccccc2)c(C)c1
    11, 9, 7, -9, 6, -4, 5, 7, 6, 12, 3
CCN(CC(=O)Nc1c(F)cccc1F)C(=O)CSCC(=O)Nc1cccc(C)c1
    0, -16, -9, -4, -7, -2, 18, 0, -10, 3, -3
CC(C)CCN1CCC(N)=NC1=O
    -2, -6, 1, 0, -3, -6, -11, -2, -1, 5, 4
Cc1ccc(NC(=O)C2CCN(S(=O)(=O)c3cccc4cccnc34)CC2)nc1
    -2, 8, 17, -5, -3, -3, -14, 4, 2, 3, -8
COc1cccc(OC)c1C(=O)N1CCN(Cc2ccccc2C(F)(F)F)CC1
    26, 7, -5, 1, 4, 2, 5, 0, 1, 2, 0
NC(=O)c1ncc(C(F)(F)F)cc1Cl
    -1, -8, -1, 9, -18, -3, -2, 0, 11, 15, -3
O=c1[nH]cc(CN2CCOCC2)c(=O)[nH]1
    9, 6, 13, 3, 6, -2, 12, 2, 1, 9, 6
CCC(C)[C@H]1CN=C(N)N1CCc1cccc(F)c1 (stereo partly specified)
    14, -16, 6, -4, -1, -2, 5, 1, 5, 4, -7
Cc1ccn(CCC(=O)Nc2ccc3c(c2)OCO3)n1
    -4, -14, -19, -30, -19, 2, 7, 0, -1, -27, -11
Cc1nc2cc(NC(=O)NCCC3=CCCCC3)ccc2o1
    -16, -14, 10, -6, -10, -1, 0, -1, 15, -5, -3
CCOC(=O)N1CCN(C(=O)CSC2=NS(=O)(=O)c3cc(Cl)ccc3N2)CC1
    -12, 0, 1, 0, -11, -6, 9, 0, -4, 12, 7
CCCCN(CCCC)C1=Nc2ccccc2N/C1=C(/C#N)C(=O)OCC
    17, 7, 20, 12, -6, -11, 10, -3, 10, 9, 0
CCCC(=O)NC(=S)c1c(C)n(C)n(-c2ccccc2)c1=O
    3, -18, -15, 15, -1, 2, 17, 0, 3, 5, -1
O=C(O)CCCn1cc(NC(=O)c2ccco2)cn1
    10, -1, 2, 5, 4, -4, 0, 7, -2, 22, 7
O=C(O)CCC(=O)Nc1ccc(-n2ccc(C(F)(F)F)n2)cc1
    25, 5, 0, 15, 3, -2, -2, -6, -5, -2, -2
O=C(CCc1nc2ccccc2s1)OCc1ccccc1F
    14, 1, 3, -24, 15, 0, -10, 1, 1, 7, -5
COc1cccc(NC(=O)NCc2ccc(F)cc2)c1
    -24, -22, -17, -38, -16, 5, -27, 0, 7, -17, -4
CC1=CC(=C2C(=O)c3ccccc3C2=O)C=C(C)N1Cc1ccco1
    -64, -49, 1, 2, -97, 7, -28, -4, -7, -136, -3
O=C(/C=C/c1cccc(F)c1)Nc1ccc(S(=O)(=O)N2CCOCC2)cc1
    -8, -6, 9, 5, -14, -7, 5, 2, 1, 20, 7
Cc1nnc(SCC(=O)N2CCC(C(N)=O)CC2)s1
    -5, -18, -4, 7, -7, 0, 7, 0, 8, 5, -8
Cc1noc2ncnc(Sc3ccc(Br)cc3)c12
    8, -7, 66*, 64*, 0, 8, 5, 8, 6, 1, 12
O=C(NC(=S)NCCCN1CCOCC1)c1cccc2ccccc12
    -16, -11, -1, -67, -10, 3, 2, 43, 13, 3, -5
CN(C)c1ccc(C(=O)NN2C(=O)c3ccccc3C2=O)cc1
    8, -15, -3, -19, 6, 0, -2, -3, -11, -17, -8

Screening data as filed in PubChem.

A portion of the library; count on the stated rates, not on these rows.
